# Screening results: PubChem, several laboratories
# Mtb BioA inh – blocks M. tuberculosis BioA enzyme activity; purified M. tuberculosis BioA enzyme, plate reader; inhibition, % at 9.99 µM; 0.096% of 360,000 active; in the data active means inhibition above about 40%; inconclusive means no clear call, values can overlap the other calls
# GDH-TPI inh – inhibits GDH-TPI coupling enzymes, artifact for Mtb FBA screen; inhibition, % at 4.8 µM; AID 588335; 1.2% of 360,000 active; GDH-TPI coupled enzyme counterscreen, NADH absorbance;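 further: 0% = DMSO wells and 100% = wells lacking the enzyme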
# Mtb UGM inh – Mtb UDP-galactopyranose mutase inhibition; 0.06% of 320,000 active; purified UGM, fluorescence polarization probe displacement; inhibition, % at 10 µM; P9WIQ1; in the data active means inhibition above about 10%, passing the limit was not always enough; inconclusive means no clear call, values can overlap the other calls
# Target sequence (P9WIQ1 whole entry, looked up): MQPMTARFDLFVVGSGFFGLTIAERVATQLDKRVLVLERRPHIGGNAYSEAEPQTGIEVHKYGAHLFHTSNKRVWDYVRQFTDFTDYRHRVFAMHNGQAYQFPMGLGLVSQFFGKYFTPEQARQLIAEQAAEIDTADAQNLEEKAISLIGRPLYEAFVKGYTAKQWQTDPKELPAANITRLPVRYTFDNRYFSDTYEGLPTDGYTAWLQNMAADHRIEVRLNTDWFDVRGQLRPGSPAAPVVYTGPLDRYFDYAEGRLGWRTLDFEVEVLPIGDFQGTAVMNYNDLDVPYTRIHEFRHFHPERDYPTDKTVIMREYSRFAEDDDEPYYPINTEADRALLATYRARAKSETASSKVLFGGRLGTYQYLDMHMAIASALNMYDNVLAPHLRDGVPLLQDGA
# Rv3671c protease – inhibitors of M. tuberculosis serine protease Rv3671c | 0.048% of 320,000 active | inhibition, % at 5.96 µM | AID 2606 | P9WHR9; in the data active means inhibition above about 38%;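 further: extracellular domain of Rv3671c used as enzyme; 0% = enzyme with DMSO and 100% = no enzyme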
# Target sequence (P9WHR9 whole entry, looked up, the tested form may be a part): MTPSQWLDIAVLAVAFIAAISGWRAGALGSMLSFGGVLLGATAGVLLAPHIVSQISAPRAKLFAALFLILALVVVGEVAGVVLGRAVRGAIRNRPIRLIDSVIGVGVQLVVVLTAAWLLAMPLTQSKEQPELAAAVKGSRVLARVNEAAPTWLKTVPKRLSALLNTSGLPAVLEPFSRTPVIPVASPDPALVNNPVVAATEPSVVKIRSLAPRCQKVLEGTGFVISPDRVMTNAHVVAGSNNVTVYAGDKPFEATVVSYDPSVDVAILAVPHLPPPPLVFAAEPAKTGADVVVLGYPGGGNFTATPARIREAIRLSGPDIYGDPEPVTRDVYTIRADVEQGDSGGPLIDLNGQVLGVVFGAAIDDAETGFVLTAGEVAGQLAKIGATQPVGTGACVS
# FadD28 FP inh – inhibitors of Mycobacterium tuberculosis FadD28 bisubstrate binding. FadD28 bisubstrate probe binding, fluorescence polarization. inhibition, % at 12.5 µM. 0.22% of 360,000 active; in the data active means inhibition above about 8.5%, passing the limit was not always enough; inconclusive means no clear call, values can overlap the other calls
# MazF activator – activators of E. coli MazEF toxin-antitoxin RNase; P0AE70; FAM/BHQ RNA-DNA oligo cleavage fluorescence, 5 h; activation, % at 20 µM; 0.32% of 350,000 active; AID 504720; in the data active means activation above about 50%
# Target sequence (P0AE70 whole entry, looked up): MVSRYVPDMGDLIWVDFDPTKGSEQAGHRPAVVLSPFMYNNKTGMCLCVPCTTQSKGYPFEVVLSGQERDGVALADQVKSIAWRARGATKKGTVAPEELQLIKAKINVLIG
# FBA Mtb inh – Mtb fructose-bisphosphate aldolase inhibition; inhibition, % at 1 µM; 2.3% of 360,000 active; P9WQA3; AID 588726; purified M. tuberculosis FBA, fluorescence read-out; in the data active means inhibition above about 27%;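 further: 0% = vehicle and 100% = reference inhibitor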
# BoNT F protease – inhibitors of Botulinum neurotoxin F light chain protease | AID 588497 | Multiplex microsphere protease cleavage assay, flow cytometry | inhibition, % at 10 µM | 0.22% of 360,000 active; in the data active means inhibition above about 35%, passing the limit was not always enough; inconclusive means no clear call, values can overlap the other calls; further: plate controls were buffer without enzyme for full effect and enzyme alone for no effect
# CCHF vOTU inh – CCHFV vOTU protease inhibition; inhibition, % at 11.5 µM; Pep-AMC fluorescence; 0.55% of 370,000 active; AID 651958; further: 0% = vehicle wells with enzyme and 100% = no enzyme wells
# DUSP3 inh – DUSP3 (human) phosphatase inhibition | recombinant VHR phosphatase, pNPP absorbance | inhibition, % at 13.3 µM | 0.52% of 290,000 active; in the data active means inhibition above about 50%; further: some compounds called inactive have numbers as strong as hits
# An asterisk follows results filed as active; ? = inconclusive; nt = not tested or not shown. Unless noted, no stated cut-off is given here; in the data, active means inhibition above about 30%; inactive means the rest.
molecule,Mtb BioA inh,GDH-TPI inh,Mtb UGM inh,Rv3671c protease,FadD28 FP inh,MazF activator,FBA Mtb inh,BoNT F protease,CCHF vOTU inh,DUSP3 inh
CCOc1ccc(CSCCNC(=S)Nc2ccc(OC)cc2)cc1,nt,15,3.6,1,-3.4,7,-1,-11,20,-6
CCCC(=O)Nc1nnc(S(=O)(=O)N(CC)c2ccc(OC)cc2)s1,1.1,-1,0.3,nt,nt,1,0,19,-2,44
COc1ccc(C)cc1NS(=O)(=O)c1ccc2c(c1)N(C)CCO2,1.3,4,0.1,1,-0.1,-4,2,-6,7,-1
Cc1ccc(Cn2nnnc2CN2CCC(O)(c3ccc(F)cc3)CC2)cc1,-0.4,2,0.3,11,0.1,-8,1,-2,3,14
O=C(COC(=O)c1cccs1)NCCC1=CCCCC1,nt,3,1.1,-3,-0.4,2,0,3,2,43
Cc1ccc(OCCc2csc(N)n2)cc1,1.5,0,-2.2,6,-1.3,8,1,-2,2,-3
Cc1cc(-n2cccn2)ccc1CN1CCN(C2CCCC2)C(CCO)C1 (stereo not given),nt,15,1.5,-1,-1.0,0,1,-4,7,-1
Fc1ccc(CN2C3=NCCCN3c3ccccc32)cc1,nt,6,-0.1,-5,-3.1,2,1,1,-12,-1
CC1CCCN(C(=O)COC(=O)COc2ccc(Cl)cc2)C1 (stereo not given),nt,-8,-0.4,-2,-2.0,0,-1,4,-9,nt
COc1cc(/C=N/NC(=O)c2ccncc2)ccc1OC(=O)c1ccccc1Cl,nt,5,-0.3,-25,-6.0,-17,8,-1,0,14
FC(F)(F)c1ccc(Oc2ccc3c(C(F)(F)F)cc(C(F)(F)F)nc3n2)cc1,0.7,-11,0.4,5,-0.1,-1,2,2,-5,10
O=C(NCCCn1ccnc1)/C(=C\c1cccnc1)NC(=O)c1cccc(Br)c1,6.7,7,2.1,-8,-1.8,-11,-1,3,3,-4
Cc1cc(NC(=O)COC(=O)c2c(C)nn(Cc3ccccc3Cl)c2C)no1,nt,8,8.5,-2,-0.3,4,-3,-10,-4,-16
COc1ccc(C(C)=O)cc1COc1ccc(-n2cnnn2)cc1,12,9,1.0,1,-1.8,1,-4,7,9,0
O=C1[C@H]2CC3CCC2(O3)[C@@H]2OCCCN12 (stereo not given in full),-1.7,-10,3.1,7,-0.6,6,1,0,-5,nt
CN1CCN(c2nc3c(c(=O)n(C)c(=O)n3C)n2CC(=O)C23CC4CC(CC(C4)C2)C3)CC1,-1.7,6,-0.2,1,-2.4,5,-5,2,nt,2
Nn1c(COc2ccccc2)nnc1SCc1cc(=O)[nH]c2ccccc12,-0.6,21,0.2,3,-3.4,3,2,-7,0,22
O=C(OCC(=O)N1CCCCCC1)c1ccc[nH]c1=O,-1.0,7,2.6,1,0.4,1,5,4,-16,nt
NC1=NC(=O)/C(=C\c2ccco2)S1,nt,6,4.5,13,1.2,1,-3,-8,20,4
CCOC(=O)c1csc(NC(=O)CSc2nnnn2CC)n1,-0.6,4,0.2,3,-1.2,0,0,-45,8,25
COc1cccc(/C=C(/C(=O)OCC(N)=O)c2ccccc2)c1,nt,8,-4.6,0,-1.7,-28,7,0,1,4
Cc1ccccc1NC(=O)CSC1=C(C#N)C(c2ccsc2)CC(=O)N1 (stereo not given),-1.2,-1,-0.6,-7,-0.5,4,3,4,-4,19
O=C(c1ccccc1)N1CCc2ccccc21,-3.7,7,1.1,9,-0.4,7,1,10,-11,31
COc1cccc(/C=N/NC(=O)c2ccc(=O)n(C)c2)c1OC,-0.5,9,-0.7,-5,-3.7,-1,4,-8,1,9
Cc1nc2sc3c(c2c(=O)n1N)CCC3,nt,-12,0.2,-1,-5.1,4,-5,-1,10,-4
O=[N+]([O-])c1cccc(/C=N/N2CCN(c3ccccn3)CC2)c1,nt,1,-0.6,-7,-2.8,-4,1,1,-18,-8
NS(=O)(=O)c1ccc(N=Nc2c(O)ccc3ccccc23)cc1,nt,8,2.0,-2,-0.2,0,-6,-7,10,3
COc1cc(-c2csc(C)n2)ccc1O,-1.1,4,4.9,2,-0.5,9,-6,-12,5,16
CCC1(C(=O)OC)NC(c2ccco2)C2C(=O)N(c3ccccc3)C(=O)C21 (stereo not given),nt,2,0.1,9,-3.1,-11,-3,3,-21,-30
CCNC(=S)Nc1cccc(F)c1C,nt,0,-0.3,5,0.8,9,2,4,-11,-7
CCOc1ccc(C(=O)COC(=O)CN2C(=O)NC3(CCCCC3C)C2=O)cc1 (stereo not given),-0.8,10,-0.4,-4,-0.4,3,19,-7,3,nt
CC1=[N+]([O-])C(C)(C)C(C)N(O)C1=O (stereo not given),-0.6,8,-1.6,-1,-1.1,5,-4,4,5,10
CCCC(c1nnnn1Cc1cccs1)N1CCN(c2nc3ccccc3s2)CC1 (stereo not given),7.8,2,-0.5,6,-0.4,3,4,19,1,-8
O=C(N/N=C/c1ccc(O)c(O)c1)c1cccc(S(=O)(=O)N2CCCCC2)c1,0.1,2,3.8,15,-2.9,-3,-1,-4,-4,5
COc1ccc(C(CNC(=O)c2oc3cc(Br)ccc3c2C)N2CCCCC2)cc1 (stereo not given),-1.1,-4,-2.5,0,-2.9,13,3,-2,-8,1
COc1ccc(C)cc1NC(=O)C1CCCN(S(=O)(=O)c2cccc3nonc23)C1 (stereo not given),nt,-1,nt,2,-2.6,8,0,-2,9,-11
O=C(/C=C/c1ccccc1Cl)NCCN1CCOCC1,0.0,6,-2.6,-12,0.7,-10,1,-2,-3,14
CCn1cc([C@@H]2C[C@H]3CN(Cc4cccc(Cl)c4)C(=O)[C@]34CCCN24)c(C)n1,nt,4,-2.4,5,-0.9,-2,-3,-2,-9,14
CCn1c(CSc2nc3ccccc3s2)nnc1SCC(=O)c1ccc(Cl)cc1,0.4,7,-1.3,-4,-2.4,-21,-2,-3,8,12
O=C(CC1C(=O)NCCN1Cc1cccc(C(F)(F)F)c1)NC1CCCCCC1 (stereo not given),-1.8,-12,-4.2,1,-3.6,-4,1,-11,nt,10
CN(C)S(=O)(=O)c1ccc(Cl)c(C(=O)OCC(=O)NNC(=O)c2cccs2)c1,-0.9,1,nt,6,-1.7,-8,1,-7,4,nt
COc1ccc(CNC(=O)CCSCc2cccc(F)c2)cc1,0.7,-13,3.8,-12,-4.3,-5,0,20,-4,1
Cc1cc(=O)[nH]c(=O)n1Cc1ccccc1,0.2,9,-6.3,-6,-0.8,2,1,-12,-7,-8
CCOc1cc(CN2CCC(n3nccc3NC(=O)C3CC3)CC2)ccc1O,-1.7,8,-0.1,1,-1.7,6,-8,0,1,-20
Cc1cccc(OCC(=O)Nc2ccc(S(=O)(=O)Nc3onc(C)c3C)cc2)c1C,-1.6,-1,3.3,-12,-2.0,-19,-6,5,0,-14
CCn1c2ccccc2c2cc(NC(=O)COC(=O)c3cc(Cl)c(N)cc3OC)ccc21,0.3,11,-0.8,0,-2.7,-3,-1,-7,3,-23
COc1ccc(-c2csc(NC(C)c3nc4cc(Cl)c(N5CCCCC5)cc4n3CCOCCO)n2)cc1 (stereo not given),0.8,-10,2.5,11,-0.9,-1,-1,-2,4,nt
COc1ccc(CNC(=O)COC(=O)c2cc3ccccc3cc2O)cc1OC,-0.4,-4,0.1,-8,-0.6,5,1,-9,5,nt
COc1cc(NC(=O)CN2CC(c3ccccc3)CC2=O)cc(OC)c1 (stereo not given),0.3,-4,-1.5,-1,-3.0,13,0,0,-2,-8
Cc1ccc2oc(Nc3nc(C)c(C)c(C)n3)nc2c1,nt,-7,1.8,5,-2.9,-1,0,-6,-3,-5
CCN(CC)C(CNC(=O)CSc1nnnn1-c1ccc(C)c(C)c1)c1ccco1 (stereo not given),nt,8,1.1,-13,-1.4,-2,2,4,8,nt
CCOC(=O)CON1C(=O)C(=O)N(OCC(=O)OCC)[C@H]2CCCC[C@H]21,nt,-6,2.4,9,-2.7,7,2,?,-14,-5
CCOc1ccc(CCNC(=O)c2ccc3nc(CC)c(CC)nc3c2)cc1,-1.9,15,-1.9,-6,-0.6,-22,3,6,0,-4
C/C(=N\Nc1ccccc1)c1c(O)[nH]c(=O)[nH]c1=O,nt,3,0.1,-4,-1.4,-3,-1,-4,-12,16
O=C1[C@H]2[C@@H](c3ccc(Cl)cc3)N3C(=O)N(c4cccc(Cl)c4)C(=O)[C@@]3(Cc3ccccc3)[C@H]2C(=O)N1C1CCCCC1,-0.8,1,2.0,-15,-0.7,-8,1,3,-2,nt
Cn1c(SCC(=O)Nc2ccc3nc(SCC(=O)N4CCCC4)sc3c2)nnc1-c1ccc(N)cc1,-1.9,12,nt,nt,-2.5,4,0,-1,nt,52*
COc1ccc(-n2c(Cc3cccn3C)nnc2SCC(=O)Nc2ccccc2OC)cc1,1.0,9,-0.9,4,-0.8,-4,4,-1,2,25
Cc1cc(NC(=O)NCc2ccccc2)c(=O)n(Cc2ccc(F)cc2)c1,-2.1,15,-0.5,1,-1.2,1,28*,nt,5,35
CCOC(=O)CN(Cc1sccc1C)C(=O)Nc1ccc(OC)cc1OC,nt,4,-3.0,-1,1.1,1,-1,-20,3,-1
Cc1ccc(C)c2[nH]c(=O)c(C(c3nnnn3CCc3ccccc3)N3CCOCC3)cc12 (stereo not given),0.0,18,2.0,-7,-1.6,-26,3,-1,-18,15

# Given as labelled records: 3 of the compounds above
Cc1cc(NC(=O)NCc2ccccc2)c(=O)n(Cc2ccc(F)cc2)c1
  Mtb BioA inh: -2.1	GDH-TPI inh: 15	Mtb UGM inh: -0.5	Rv3671c protease: 1	FadD28 FP inh: -1.2	MazF activator: 1	FBA Mtb inh: 28*	BoNT F protease: nt	CCHF vOTU inh: 5	DUSP3 inh: 35

CCOC(=O)CN(Cc1sccc1C)C(=O)Nc1ccc(OC)cc1OC
  Mtb BioA inh: nt	GDH-TPI inh: 4	Mtb UGM inh: -3.0	Rv3671c protease: -1	FadD28 FP inh: 1.1	MazF activator: 1	FBA Mtb inh: -1	BoNT F protease: -20	CCHF vOTU inh: 3	DUSP3 inh: -1

Cc1ccc(C)c2[nH]c(=O)c(C(c3nnnn3CCc3ccccc3)N3CCOCC3)cc12 (stereo not given)
  Mtb BioA inh: 0.0	GDH-TPI inh: 18	Mtb UGM inh: 2.0	Rv3671c protease: -7	FadD28 FP inh: -1.6	MazF activator: -26	FBA Mtb inh: 3	BoNT F protease: -1	CCHF vOTU inh: -18	DUSP3 inh: 15

# More compounds:
molecule,Mtb BioA inh,GDH-TPI inh,Mtb UGM inh,Rv3671c protease,FadD28 FP inh,MazF activator,FBA Mtb inh,BoNT F protease,CCHF vOTU inh,DUSP3 inh
O=C(CCCn1c(SCC(=O)c2ccccc2)nc2ccccc2c1=O)NCC1CCCO1 (stereo not given),0.5,5,0.1,-4,-0.1,1,2,-4,1,-1
COc1ccc(CCN(C)C(=O)c2ccc(S(=O)(=O)NCc3ccco3)cc2)cc1OC,2.0,10,0.4,-4,0.2,5,-1,-1,11,-7
CCn1c(=O)cc(N2CCCCC2)[nH]c1=O,nt,-7,0.1,-7,-2.6,7,1,-5,-3,23
Cc1cc(C)nc(NC(=O)/C=C/c2cccs2)c1,0.1,47*,-0.8,-5,-4.5,-1,-4,-2,20,40
Cc1ccc(NC2=C(Cl)C(=O)c3ccccc3C2=O)cc1,-1.2,12,-0.5,-1,-0.9,-1,0,-6,-5,-9
CC(NC(=O)CN1c2cccc3cccc(c23)S1(=O)=O)c1ccc(S(N)(=O)=O)cc1 (stereo not given),1.4,-1,-0.9,6,0.5,-1,7,12,-7,nt
O=C(NCCc1ccc(Cl)cc1)c1ccc2[nH]c(=O)c(=O)[nH]c2c1,-0.8,9,-0.5,-3,-13,10,25,1,-29,10
CCN(CC(=O)Nc1ccc(OC)cc1)CC(=O)N1CC(=O)Nc2ccccc21,5.7,-3,0.5,4,-2.7,3,-2,0,-14,nt
O=C(c1cnn(-c2ccccc2)c1-n1cccc1)N1CCN(C2CCCCC2)CC1,0.5,7,-1.4,0,-3.3,-2,-2,-1,-5,12
COc1ccc(CCN2CC(C(=O)NCC(c3ccccc3)N(C)C)CC2=O)cc1OC (stereo not given),0.4,6,-2.0,-3,-2.2,3,1,-2,1,nt
